From PubChem
CaV13 ICDI inh: Disruptors of the CACNA1D IQ motif to Ca2+-dependent inactivation inhibitor domain association, primary screening, Förster resonance energy transfer in intact living …. HEK cells, CFP/YFP FRET ICDI-IQ, plate reader, 10 min; percent FRET-ratio fall versus neutral wells. inhibition, % at 12.3 µM. 340,000 tested, 0.098% active;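 active = mean replicate inhibition of at least 30% and at least 1% of replicates passing that level; inconclusive = only one of the two criteria is met; inactive = neither criterion is met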;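 note: 0% = median of the neutral control wells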
NR2E3 ag-1: activates human photoreceptor nuclear receptor NR2E3 | AID 2300 | 320,000 tested, 0.12% active | inhibition of corepressor binding, % at 4.78 µM | GST-NR2E3/biotin-RetCOR TR-FRET, 1536-well | Q9Y5X4;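 active = percent inhibition above the cutoff of mean plus 3 SD of all tested compounds, set per screening campaign, cut at about 20% in these data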;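 note: 0% = DMSO wells and 100% = biotin wells as full block of FRET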
Target sequence (Q9Y5X4 whole entry, looked up): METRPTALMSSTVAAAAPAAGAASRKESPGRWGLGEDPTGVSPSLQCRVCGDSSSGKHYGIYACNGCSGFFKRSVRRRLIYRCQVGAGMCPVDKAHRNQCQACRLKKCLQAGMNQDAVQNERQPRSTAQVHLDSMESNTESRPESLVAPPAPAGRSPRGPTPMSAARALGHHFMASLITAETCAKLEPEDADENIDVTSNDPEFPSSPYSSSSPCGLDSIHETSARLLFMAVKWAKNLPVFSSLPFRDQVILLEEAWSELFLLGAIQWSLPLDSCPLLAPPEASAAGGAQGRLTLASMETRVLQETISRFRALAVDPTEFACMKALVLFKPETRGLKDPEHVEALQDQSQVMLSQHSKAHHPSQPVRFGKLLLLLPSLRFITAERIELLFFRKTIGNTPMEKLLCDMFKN
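Material: NR2E3–RetCOR corepressor complex / Incubation: Compound–protein incubation for 5 h at 4 °C / Dosing: compound at 4.8 µM, single dose / Detection: time-resolved FRET / Benchmarks: high control biotin, low control 0.6% DMSO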
NR2E3 ag-2: agonists of human NR2E3 nuclear receptor. Q9Y5X4. AID 602229. 360,000 tested, 0.35% active. CHO-S Gal4-NCOR/VP16-NR2E3 two-hybrid, luciferase. inhibition of corepressor binding, % at 3.98 µM;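 active = inhibition above the mean of all tested compounds plus 3 SD, cut at about 70% in these data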;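 note: 0% = DMSO with NR2E3 transfected cells and 100% = cells lacking NR2E3 construct; higher means lower luciferase signal from less NR2E3 corepressor binding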
MITF TRPM1 inh: MITF TRPM1 promoter inhibition in SK-MEL-5 cells; SK-MEL-5 TRPM1 promoter luciferase, 24 h; inhibition, % at 12.5 µM; 330,000 tested, 0.83% active;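 active = mean inhibition across replicates of 60% or more, whatever share of single replicates reaches that level; inconclusive = some that reach 60%, reason not given; inactive = mean inhibition across replicates below 60%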; note: values of inactives mirror those of a sister screen read the other way
aDG glyco act: increases alpha dystroglycan glycosylation; Pro5-aDG cells, alpha-DG glycosylation AlphaScreen (IIH6); 0% Pro5, 100% B10-LARGE cell signal; activation, % at 10 µM; 360,000 tested, 0.22% active; AID 624168;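 active = activation of at least 8% versus controls, or a plate z-score of at least 8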;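 note: Pro5 are CHO cells carrying HIG-tagged alpha-DG that lacks glycosylation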
hiPSC survival: increases survival of single human iPS cells | 360,000 tested, 0.044% active | hiPSC single-cell survival, ATPlite luminescence; 100% = ROCK inhibitor wells, 0% = DMSO | survival enhancement, % at 20 µM; in the data active = survival enhancement above about 18%;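 note: cells exposed to compounds for 16 hours before the ATP read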
HIF-2a inh: HIF-2a inhibition; 786-0 RCC cells HIF-2a reporter, luciferase luminescence, overnight; inhibition, % at 18.8 µM; 360,000 tested, 0.72% active; AID 624352;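 active = inhibition of the luminescence signal of 40% or more relative to plate controls, in a single-dose primary screen at 18.75 µM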
Peg3 prom inh: Peg3 promoter activity inhibition | HeLa PEG-Prom luciferase reporter, luminescence, overnight | inhibition, % at 20 µM | 360,000 tested, 1.7% active | AID 588405;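 active = inhibition of at least 50% at 20 µM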
Vif imaging: inhibitors of HIV Vif | inhibition, % at 7.49 µM | 340,000 tested, 0.35% active | HEK293T cells, Vif self-association by quenched fluorescence, imaging, 24 h; in the data active = inhibition above about 50%, passing the limit was not always enough; inconclusive = no clear call, values can overlap the other calls; inactive = below about 31%; note: some results filed as inactive read as strong as hits
PDI inh: inhibitors of human protein disulfide isomerase; P07237; PDI insulin aggregation turbidity, A650, 90 min; inhibition, % at 10 µM; 350,000 tested, 0.052% active;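 active = mean inhibition across replicates of 30% or more, whatever share of single replicates reach that level; inconclusive = mean inhibition below 30% while every single replicate reaches 30%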;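 note: absorbance from insulin aggregation driven by PDI reduction with DTT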
Target sequence (P07237 whole entry, looked up): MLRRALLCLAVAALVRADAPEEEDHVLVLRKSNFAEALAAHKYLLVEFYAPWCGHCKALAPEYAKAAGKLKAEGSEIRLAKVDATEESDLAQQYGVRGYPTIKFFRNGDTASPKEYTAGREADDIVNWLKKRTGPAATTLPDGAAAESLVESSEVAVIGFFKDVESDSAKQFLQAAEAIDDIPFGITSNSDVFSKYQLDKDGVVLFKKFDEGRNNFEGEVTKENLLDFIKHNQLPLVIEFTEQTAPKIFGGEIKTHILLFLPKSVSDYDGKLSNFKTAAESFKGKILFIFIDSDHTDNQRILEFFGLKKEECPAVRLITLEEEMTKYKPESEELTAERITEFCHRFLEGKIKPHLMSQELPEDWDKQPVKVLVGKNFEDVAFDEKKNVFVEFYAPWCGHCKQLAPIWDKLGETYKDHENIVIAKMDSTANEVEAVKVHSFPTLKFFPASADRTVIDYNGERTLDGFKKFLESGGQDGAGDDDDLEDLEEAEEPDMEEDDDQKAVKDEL
Granule exo inh: blocks lytic granule exocytosis | TALL-104 LAMP-1 surface exposure, flow cytometry; cells stimulated with thapsigargin and PMA | inhibition, % at 10 µM | 360,000 tested, 0.66% active | AID 651702;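 active = inhibition above about 55%, limit read from the data; inconclusive = no clear call, values can overlap the other calls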
Numbers without * were called inactive; ? = inconclusive; . = not tested or not shown.

Below each compound: CaV13 ICDI inh, NR2E3 ag-1, NR2E3 ag-2, MITF TRPM1 inh, aDG glyco act, hiPSC survival, HIF-2a inh, Peg3 prom inh, Vif imaging, PDI inh, Granule exo inh
1) CC1CCCN(C(=O)c2ccc(OC3CCN(CCc4ccccc4)CC3)cc2)C1 (configuration not stated)
→ -6, 3, -1, -3, -0.2, 0.2, -5, 8, 5, 1, -4
2) CSCC[C@H](NC(=O)N1CCn2c1nc1ccccc12)C(=O)NCC1CCCO1 (some centres not stated)
→ -12, 5, 6, -3, 0.1, 1.0, 4, -19, -2, -12, 10
3) COCCCn1c(=O)c2ccccc2n(Cc2cc(C(=O)OC)ccc2OC)c1=O
→ -5, 1, 20, 7, 0.0, 0.9, 20, 20, 1, 13, 20
4) COc1ccc(C2=CC(=O)C[C@H](c3ccc(F)cc3)C2)cc1OC
→ -2, 2, -4, 8, -0.1, -2.8, 2, 17, 8, 0, 7
5) CN(Cc1ccc(F)cc1)C(=O)c1cccc(S(=O)(=O)N2CCN(c3ccccc3)CC2)c1
→ -6, 1, 31, 12, 1.0, -0.4, 3, 19, 3, -2, -1
6) O=C(COC(=O)/C=C/c1cccc([N+](=O)[O-])c1)NCc1ccc2c(c1)OCO2
→ -2, -2, 2, 7, 0.3, -0.8, 9, 7, 9, -1, 7
7) O=C(Cn1ncc2c(=O)oc3ccccc3c21)NCC1CCCO1 (configuration not stated)
→ -4, 2, -14, ., 0.2, 1.4, 1, -13, 5, ., 0
8) Cc1cnnn1-c1ccc([N+](=O)[O-])cc1
→ -4, 3, -61, 1, -0.1, -0.8, 15, 5, -1, -3, -4
9) CCOP(=O)(c1ccc(N(C)C)cc1)C(O)c1ccc(C)cc1 (configuration not stated)
→ -8, 0, -2, 1, -0.1, 0.4, 12, 17, -4, -7, 8
10) Cc1nnsc1C(=O)NC1CCCCC1
→ -9, 2, -11, -11, 0.1, -0.2, 6, -13, 0, 8, -4
11) CC(=O)c1cc(-c2ccccc2)n(CCC(=O)NCc2cccs2)c1C
→ -1, -2, -2, 1, 2.1, -2.4, 22, 16, -3, 8, -2
12) N#Cc1ccc(-c2ccc(Cl)cc2)nc1SCC(=O)c1cccc(Cl)c1
→ -6, 2, -23, 25, -0.4, 1.6, 16, 86*, ., 4, 0
13) COC(=O)c1cn(C(=O)c2cc(Br)ccc2Cl)c2ccccc12
→ -5, 6, -26, -4, 0.3, -0.2, 4, 17, -2, -7, 72*
14) COc1ccc(-c2nnc(SCC(=O)N3CCCCC3)o2)c(OC)c1
→ -5, 2, -43, -33, -0.1, -1.1, -143, -69, 5, 1, 0
15) Cc1occc1C(=O)N(C)Cc1nc(-c2ccccc2)no1
→ -4, 1, -5, -7, 0.1, 0.2, -37, -15, 0, -4, -7
16) COc1ccc(-c2csc3ncnc(N4CCN(S(=O)(=O)c5ccc(C)c(C)c5)CC4)c23)cc1
→ -2, 4, 0, 10, 0.0, -0.5, 3, 30, -3, -6, 6
17) COCc1ccc(CN2CCC(C(=O)Nc3cccc(-c4cscn4)c3)CC2)o1
→ -2, -6, 29, 16, -0.1, -0.4, 8, 9, -1, 4, -4
18) COc1ccc(NC(=O)C/C(C)=N/NC(=O)c2cnccn2)c(OC)c1
→ -3, 1, -3, 7, -0.1, -0.7, 8, 10, 12, -10, -1
19) Cc1ccc(NC(=O)CCc2nnc3ccc(N4CCC(C)CC4)nn23)nc1
→ -14, 0, 14, -2, -0.1, 0.2, -11, -10, -3, 0, 4
20) COc1ccc(-c2cc(N)n(CCC#N)n2)c(OC)c1
→ -5, -3, -10, 10, 0.0, -0.7, 5, 14, -6, -1, -1
21) O=C1C(c2ccncc2)N(CCC2=CCCCC2)C(=O)CN1C1CCCCC1 (configuration not stated)
→ -4, -2, 13, 10, 0.4, -2.0, 12, 5, 3, -3, 14
22) COc1ccc(-n2c(Cc3ccccc3)nnc2SCc2ccc([N+](=O)[O-])cc2)cc1
→ -19, 4, -19, 2, 1.9, -0.3, 16, 1, -3, -3, 0
23) COc1cccc(Nc2nc(C(N)Cc3ccc(Cl)cc3)cs2)n1 (configuration not stated)
→ -11, ., -29, ., 1.0, -1.9, 12, 99*, -6, 0, 13
24) CC(=O)Nc1ccc(-c2ccnc3c2CC(C)(C(=O)NCC2CCOCC2)O3)cc1 (configuration not stated)
→ -7, ., 7, ., 0.0, 4.6, 11, 3, 13, -1, -2
25) CCOC(=O)C1=C(C)N(CCCCCC(=O)O)C(=O)NC1c1ccc([N+](=O)[O-])cc1 (configuration not stated)
→ -12, 2, 6, -4, -0.3, 3.8, 12, 2, -26, 6, 11
26) O=C(Nc1ccc(Cl)cn1)c1ccc2nccnc2c1
→ ., 1, -154, -125, 0.2, -0.3, -198, -168, 4, 1, -4
27) CCN1CCN(CCCNC(=O)Cn2nc(C)n3nc(-c4ccccc4)cc3c2=O)CC1
→ -8, -1, -14, -5, -0.1, 1.3, -5, -3, -3, 7, -4
28) COCCNC(=O)COc1ncnc2scc(-c3ccc(F)cc3)c12
→ -5, 0, -2, 11, -0.2, 0.5, 12, 2, -1, 1, 0
29) CCN(CC)C(=O)c1ccc(S(=O)(=O)N2CCC(c3nc4ccccc4s3)CC2)cc1
→ ., 1, 29, 38, 3.6, -2.2, 16, 12, -19, 0, -3
30) O=S(=O)(Nc1cccc(Br)c1)c1cccc2nsnc12
→ -3, 0, -13, -6, -0.1, 0.4, 15, 19, 6, 6, -34
31) Cc1cc(NC(=O)C2CC(c3ccc(F)cc3)=NO2)no1 (configuration not stated)
→ -7, -3, -42, -6, 0.0, 1.7, 8, 16, 20, 1, 0
32) CCc1nc2c(OCc3ccc(Cl)cc3)cccn2c1N(C)C(=O)c1ccncc1
→ -5, ., 5, ., -0.1, -2.4, 5, -1, -1, -1, -14
33) Cc1noc(/C=C/N(C)C)c1S(=O)(=O)N1CCCC(C(=O)Nc2ccc3c(c2)OCO3)C1 (configuration not stated)
→ -7, 5, -34, ., 0.0, -0.7, 3, 15, ?, ., -4
34) O=C(COC(=O)CCc1ccccc1)Nc1ccc(F)cc1Cl
→ -2, -1, -10, -1, -0.1, -0.3, -12, -13, 8, 0, -9
35) COc1cccc(/C=N/N2CCN(C)CC2)c1
→ -4, -2, 7, 3, 0.3, 1.2, -49, -88, 3, 5, -1
36) CC(C)(C)NC(=O)C1CN(S(=O)(=O)c2ccccc2)CCN1S(=O)(=O)c1ccccc1 (configuration not stated)
→ -5, -3, -17, -9, 0.0, 3.7, 17, 1, 0, -5, -1
37) O=S1(=O)c2ccc(Br)cc2N2CCC[C@@H]2CN1C1CC1
→ -9, ., -7, -7, 0.1, 0.3, 23, 15, 8, -3, -7
38) CC(NS(=O)(=O)c1ccc(Br)cc1)C(c1cccs1)N1CCOCC1 (configuration not stated)
→ -2, 1, -29, ., 0.0, -0.9, 7, 5, 5, ., 7
39) O=S(=O)(c1ccc2c(c1)OCCO2)N1CCN(c2cccc(Cl)c2)CC1
→ 0, -1, -15, -1, 0.9, -5.0, 7, 10, 2, 3, 4
40) COc1ccc(C(C)=O)cc1COC(=O)c1cc(=O)c2ccccc2o1
→ -4, 1, 3, 6, 0.1, 0.3, 8, -1, 15, 1, 5
41) COc1ccc(OCCOC(=O)CNC(=O)c2ccc(F)cc2)cc1
→ -11, ., -44, ., -0.1, 2.9, 11, -8, ., 2, 8
42) COc1ccc(C2C(C(=O)c3ccco3)=C(O)C(=O)N2CCCn2ccnc2)c(OC)c1 (configuration not stated)
→ -2, 13, 0, -12, 0.4, 1.1, -26, -26, 3, -14, 2
43) CN(Cc1c(C(=O)N/N=C/c2cccc(F)c2)nnn1-c1nonc1N)c1ccccc1
→ -7, 5, 13, -7, 0.2, -0.4, 1, 10, 10, -7, 32
44) O=C(O)C1CC1c1ccc(Br)cc1 (configuration not stated)
→ ., 3, -9, -14, 0.0, 0.6, 12, 0, 2, 1, 0
45) Cc1cc(C)c(S(=O)(=O)N2CCCCC2)c(C)c1-n1ncnn1
→ -11, 1, 10, 2, -0.3, 1.8, -10, 24, -3, 7, -4
46) COc1ccc(NS(=O)(=O)c2cc(NC(=O)C(CC(C)C)NC(N)=O)ccc2N2CCOCC2)cc1 (configuration not stated)
→ -2, ., 4, 3, 0.1, -0.6, 11, -7, 2, 20, 1
47) O=C(/C=C/c1cccc(Br)c1)N1CCN(c2ccccn2)CC1
→ ., -1, -31, 1, 0.0, -0.7, -2, 8, 12, -4, -1
48) O=C(COC(=O)CCSc1ccc(Cl)cc1)NCc1ccccc1
→ -5, -2, -1, -2, -0.2, -0.7, 4, -5, 7, -1, -2
49) Cn1c(Nc2ccccc2)cc(=O)n(C)c1=O
→ -16, 4, -11, 7, 0.0, 0.7, 14, -2, ., 3, 2
50) COc1ccc(N(C(=O)C(C)C)S(=O)(=O)c2cccs2)cc1
→ -8, 1, -8, -3, 0.1, -1.3, -16, 20, 8, -9, -4
51) Cc1nn(Cc2ccccc2)c(Cl)c1C(=O)OCC(=O)NC(=O)NC12CC3CC(CC(C3)C1)C2
→ -2, 1, 11, 8, 0.3, -0.2, 11, 3, 5, -19, 3

Whole records, looked up by structure. Order of values: CaV13 ICDI inh | NR2E3 ag-1 | NR2E3 ag-2 | MITF TRPM1 inh | aDG glyco act | hiPSC survival | HIF-2a inh | Peg3 prom inh | Vif imaging | PDI inh | Granule exo inh
O=C(COC(=O)CCSc1ccc(Cl)cc1)NCc1ccccc1 reads -5 | -2 | -1 | -2 | -0.2 | -0.7 | 4 | -5 | 7 | -1 | -2
CC(NS(=O)(=O)c1ccc(Br)cc1)C(c1cccs1)N1CCOCC1 (configuration not stated) reads -2 | 1 | -29 | . | 0.0 | -0.9 | 7 | 5 | 5 | . | 7
Cc1noc(/C=C/N(C)C)c1S(=O)(=O)N1CCCC(C(=O)Nc2ccc3c(c2)OCO3)C1 (configuration not stated) reads -7 | 5 | -34 | . | 0.0 | -0.7 | 3 | 15 | ? | . | -4
